# High-throughput results: PubChem, National Center for Advancing Translational Sciences (NCATS)
# TSG101-PTAP inh: blocks PTAP/TSG101 interaction to inhibit HIV-1 budding | Q99816 | AID 493005 | Potency, µM (titrated, usually from 115 µM), without a hit: top-dose activity change, negative = inhibition, usual class: inhibitors | Fluorescence polarization, FITC-PTAP peptide / Tsg101 binding | 340,000 tested, under 10 active; active means well fitted inhibition curve with a large enough effect in the main read-out, with a control signal flat, not every such curve was filed as active; inconclusive means small, poorly fitted or top-dose-only effect, or effect the other way, or a change in a side signal; inactive means no such curve, though single readings can be large or run the other way; further: potency means the concentration at half of the fitted maximal effect; % of control where 0% means no effect
# Target sequence (Q99816 whole entry, looked up): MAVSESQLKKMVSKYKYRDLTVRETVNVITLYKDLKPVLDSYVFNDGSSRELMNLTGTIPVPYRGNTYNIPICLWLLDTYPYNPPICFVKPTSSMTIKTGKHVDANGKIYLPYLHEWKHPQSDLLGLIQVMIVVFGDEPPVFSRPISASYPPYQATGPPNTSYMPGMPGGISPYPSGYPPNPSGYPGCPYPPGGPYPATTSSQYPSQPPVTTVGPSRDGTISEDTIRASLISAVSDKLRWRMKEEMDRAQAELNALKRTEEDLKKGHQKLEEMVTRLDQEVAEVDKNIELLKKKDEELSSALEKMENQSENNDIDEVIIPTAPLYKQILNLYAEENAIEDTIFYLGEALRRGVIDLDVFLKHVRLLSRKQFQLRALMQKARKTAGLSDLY
#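 Tsg101 binding domain (10 uM final) was mixed with compound and a FITC-labeled PTAP peptide (50 nM final) in HEPES pH 7.5 buffer with NaCl, Tween 20, EDTA and TCEP; fluorescence polarization was read after 20 min at r.t.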
# ELG1 DNA repair: inhibitors of ELG1-dependent DNA repair in HEK293T cells | HEK293T ELG1-luciferase reporter, luminescence, 16 h; DNA damage induced by 5-fluorouridine | Potency, µM (titrated, usually from 46.1 µM), for the others: top-dose activity change, negative = inhibition, hits mostly inhibitors | actives 2.3% (n = 330,000) | AID 504467; further: potency means the concentration at half of the fitted maximal effect; on the % scale 0 is the no-effect control and ±100 the full control effect; nearly all actives have a fitted effect of over 55% in size
#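 Luminescence from the luciferase reporter, measured 30 min after ONE-Glo reagent at room temperature, was the read-out. Beforehand, 2,000 cells per well were exposed for 16 hr at 37 °C to 5-fluorouridine together with compound or vehicle.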
# Integrin act MD: integrin-mediated muscular dystrophy alleviation activation | alpha7betagal myoblasts, beta-gal FDG fluorescence, 48 h | Potency, µM (series often up to 38.3 µM), for the others: at the highest dose activation, actives largely listed as activators | actives 0.064% (n = 350,000) | AID 624291;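 further: potency means the concentration at half of the fitted maximal effect; 100% = response of the positive control SU9516; nearly all actives have a fitted effect of over 60% in size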
#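 alpha7betagal+/- myoblasts (passage 13, 250/well) treated 48 h at 37C with compounds at 1:260 dilution of DMSO stock. Lysed, then beta-galactosidase activity read as FDG fluorescence (ex 480/em 540) after 30 min, with pre-read for autofluorescence.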
# AT treatment: potential ataxia-telangiectasia treatments restoring KAP-1 phosphorylation; […] A-T fibroblasts, KAP-1 phosphorylation AlphaLISA; neocarzinostatin DNA damage 30 min before lysis; Potency, µM (top dose mostly 57.5 µM), without a hit: at the top dose activation, actives largely listed as activators; actives 0.19% (n = 320,000); further: potency means the concentration at half of the fitted maximal effect; % of control where 0% means no effect; nearly all actives have a fitted effect of over 45% in size
#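 hTERT-immortalized A-T patient fibroblasts ([…]), 500 cells/well in OPTI-MEM, 1% FBS, got compounds for 60 min, then NCS for 30 min at 37C. Lysates were then assayed for phospho-KAP-1 by AlphaLISA (anti-pKAP1 donor, anti-KAP1 acceptor beads), 6 hr at 25C.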
# TRPV1 agonist: agonists of human vanilloid receptor 1 (TRPV1); actives 0.19% (n = 320,000); TRPV1-expressing cells, Fluo-8 calcium influx, agonist mode; activation, % at 8.33 µM; AID 540275; in the data active means activation above about 80%; inconclusive means between about 30% and that limit; further: 0% is about no effect
#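 TRPV1-expressing cells were cultured overnight at 35.5C and loaded with Fluo-8 calcium dye for 40 to 90 min at room temperature. After a 10 s baseline, compound was added and calcium influx was read kinetically for 3 min (ex 480/em 520 nm).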
# BRCA1 expr up: BRCA1 expression activation; AID 624202; Potency, µM (doses to about 46.1 µM), without a hit: top-dose activation, most hits filed as activators; MCF7-BRCA1-FFLuc reporter, luminescence, 48 h; response scale: scaled: vehicle 0%, 10 µM genistein 100%; actives 1.1% (n = 380,000); further: potency means the concentration at half of the fitted maximal effect; nearly all actives have a fitted effect of over 80% in size; some results filed as inactive show a strong effect at the top dose
#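 MCF7 cells carrying a BRCA1-firefly luciferase reporter (2000 cells/well, phenol-red free MEM) were attached for 2 h at 37 °C, then given compounds for 48 h. Luminescence was read 15 min after luciferase reagent; activity normalized to genistein (10 microM) and DMSO.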
# MLL CXXC-DNA inh: inhibitors of human MLL CXXC domain-DNA interaction | Q03164 | MLL-CXXC / FITC-HOXA9 DNA fluorescence polarization | Potency, µM (doses to about 115 µM), inactives show at the top dose activity change, negative = inhibition, actives largely listed as inhibitors | actives 0.037% (n = 290,000) | AID 2662; active means well fitted inhibition curve with a large enough effect in the polarisation, with a control signal flat, not every such curve was filed as active; inconclusive means small, poorly fitted or top-dose-only effect, or effect the other way, or a change in a side signal; inactive means no such curve, though single readings can be large or run the other way; the % refers to the polarisation; further: potency means the concentration at half of the fitted maximal effect
#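 Steps: dispense CXXC domain solution (7 uM) → pin compounds or unlabeled HOX-A9 DNA control → 5 min ambient → add FLSN-HOX-A9 solution (50 nM) → spin → 30 min ambient → fluorescence polarization. Tris pH 7.5/NaCl/DTT/BSA buffer.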
# p53 reactivation: re-activators of mutant p53. H1299 p53-A138V BP100-luciferase reporter, luminescence, 24 h. Potency, µM (highest dose often 92.2 µM), for inactives: at the top dose activity change, positive = activation, actives largely listed as activators. actives 0.063% (n = 320,000). AID 504706; further: potency means the concentration at half of the fitted maximal effect; % of control where 0% means no effect; nearly all actives have a fitted effect of over 45% in size
#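 p53-null H1299 cells stably carrying temperature-sensitive p53-A138V and a BP100-luciferase reporter were pinned with compounds (4-point, 1:5 series) and held 24 hrs at 37 deg C. Luminescence was read 10 min after detection reagent.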
# TCR act: activates T cell receptor signaling. primary human leukocytes, anti-CD3, IL-2 HTRF, 48 h. Potency, µM (doses to about 9.22 µM), without a hit: at the highest dose activation of IL-2 secretion, usual class: activators. 330,000 tested, under 10 active; further: % of control where 0% means no effect
#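 48 hr co-incubation of compounds, a-CD3 beads and primary human leukocytes; IL-2 quantified homogeneously by HTRF with anti-IL-2 K and d2 conjugates.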
# B2AR arrestin: beta2AR (human) beta-arrestin recruitment activity; P07550; beta-arrestin recruitment to beta2AR, cell-based reporter; Potency, µM (highest dose often 46.1 µM), for the others: at the highest dose activation, hits mostly activators; actives 0.02% (n = 330,000);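 further: potency means the concentration at half of the fitted maximal effect; 0% = DMSO controls and full agonism = EC100 isoproterenol or metaproterenol; nearly all actives have a fitted effect of over 65% in size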
# Target sequence (P07550 whole entry, looked up): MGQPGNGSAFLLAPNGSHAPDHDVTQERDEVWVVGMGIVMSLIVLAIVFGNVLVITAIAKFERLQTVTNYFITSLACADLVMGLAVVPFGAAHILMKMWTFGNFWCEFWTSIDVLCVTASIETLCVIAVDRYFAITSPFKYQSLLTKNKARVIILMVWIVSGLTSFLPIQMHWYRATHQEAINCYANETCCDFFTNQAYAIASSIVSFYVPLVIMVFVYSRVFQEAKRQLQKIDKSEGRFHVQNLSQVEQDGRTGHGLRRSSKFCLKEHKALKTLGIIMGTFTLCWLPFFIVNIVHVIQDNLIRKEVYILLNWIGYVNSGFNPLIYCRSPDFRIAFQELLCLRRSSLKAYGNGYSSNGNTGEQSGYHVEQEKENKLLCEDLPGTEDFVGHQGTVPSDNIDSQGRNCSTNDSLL
# Active calls of the source: *; ? = inconclusive; / = no result given; & = joins results of further samples; [ ] = dose if it differs, or a comment. Unless noted, the call rests on the fitted dose curve; in most records, active means well fitted curve in the direction sought with a large enough effect; inconclusive means small, poorly fitted or top-dose-only effect, or another doubt; inactive means no such curve, though single readings can be large; an effect the other way counts as inactive or inconclusive.
SMILES,TSG101-PTAP inh,ELG1 DNA repair,Integrin act MD,AT treatment,TRPV1 agonist,BRCA1 expr up,MLL CXXC-DNA inh,p53 reactivation,TCR act,B2AR arrestin
COc1ccc(-c2csc(NC(=O)CSc3n[nH]c(C)n3)n2)cc1,-4%,?,13%,-5%,17,81%,3%,30%,-1%,0.0%
Cc1ccc(-c2cc(C)nc3ncnn23)cc1,-4%,24%,-6%,8%,/,3%,2%,-1%,11%,-0.7%
S=c1[nH]nc(Cc2ccc(Br)cc2)n1/N=C/c1ccc(Cl)cc1,1%,-4%,-85%[inhibitor],10%,24,-34%,29%,0%,-5%,-0.1%
CC1(C)Cc2c(sc(NC(=O)C3CC(Cl)=CCC3C(=O)O)c2C#N)CO1 (stereo not given),1%,-17%,12%,0%,2,-5%,?,2%,3%,-0.1%
Nc1cccc(Oc2cnccn2)c1,0%,-2%,-36%,-4%,-1,10%,10%,4%,-1%,0.5%
C[C@]12CC[C@@H]3c4ccc(O)cc4CC[C@H]3[C@@H]1CCC2=O,0%,?,/,25%,?,-16%,2%&1%,-3%,-3%,-2.1%
OC(CNCCc1ccc(C(F)(F)F)cc1)COC(c1ccccc1)c1ccccc1 (stereo not given),-6%,?,-79%[inhibitor],11%,16,-88%[inhibitor],-8%,-13%,15%,-1.5%
Cn1c(C(=O)O)cc2cc(Oc3ccccc3)ccc21,-2%,0%,-16%,13%,-8,16%,-16%,/,0%,0.5%
O=C(/C=C/c1ccc(Cl)cc1Cl)Nc1ccncc1,-2%,?,1%,-3%,?,16%,26%,19%,1%[46.1 µM],4.0%
O=C(CN1C(=O)/C(=C\c2ccco2)SC1=S)Nc1ccc(O)cc1C(=O)O,-5%,8%,?,4%,-3,-15%,-7%,5%,-5%,-0.1%
NC(=O)C1CCN(C(=O)c2cc(-c3ccccc3Cl)nc3ccccc23)CC1,0%,-11%,-17%,-9%,/,-3%,/,-6%,-1%[46.1 µM],-0.6%
Cc1ccc(C2=NN(C(=O)c3cccs3)C(c3ccccc3O)C2)cc1 (stereo not given),2%,-1%,-41%,5%,0,1%,-9%,/,10%,-0.4%
COCCOC(=O)C1=C(C)NC(=O)NC1c1ccco1 (stereo not given),1%,?,-44%[inhibitor],0%,-6,3%,0%,1%,2%,-0.7%
CN1CCC(=NNC(=O)CN(c2ccccc2)S(=O)(=O)c2ccccc2)CC1,-1%,-6%,22%,-6%,17,-12%,9%,5%,-1%,-0.2%
Cc1nc2ccc(-c3nc4ccccc4[nH]3)cc2[nH]1,-1%,?,22%,9%,-1,?,3%,20%,-2%,-0.2%
O=C(COc1ccc(S(=O)(=O)NC2CCCCC2)cc1)NC1CCCCC1,-2%,-16%,20%,/,6,-15%,17%,1%,-5%[46.1 µM],-1.0%
Cc1csc(=O)n1CC(=O)OCC(=O)c1ccc(Br)cc1,1%,10%,-8%,5%,-5,6%,/,-1%,6%,0.4%
Cc1cccc(-n2cnc(C(=O)N/N=C/c3ccccc3)c2)n1,-3%,?,-4%,4%,-7,59%,-8%,2%,1%,-0.1%
COc1cc(/C=C/C(=O)NCc2nc3ccccc3[nH]2)cc(OC)c1OC,-1%,?,?,4%,-1,-12%,17%,-3%,1%,4.3%
COc1ccc(CCN(C)C(=O)c2cc(S(=O)(=O)NCc3ccccc3)ccc2C)cc1OC,-5%,8.2µM*,-21%,2%,3,-33%,/,-3%,0%,-1.0%
Cc1noc(C)c1COC(=O)c1ccc(F)c(S(=O)(=O)N2CCCCC2)c1,-7%,?,1%,21%,9,-37%,7%,-3%,2%,0.5%
CC(C)C[C@H]1CN=C(Nc2ccccc2)N1CCc1ccc(F)cc1,-6%,7%,-41%,-4%,6,-58%,/,-9%,9%,0.2%
COc1ccc(N2CCN(C(=S)Nc3ccc(F)cc3)CC2)cc1,-2%,-4%,-6%,-6%,16,-9%,18%,/,-8%,-0.7%
CCOC(=O)c1ccc(NC(=O)c2nn(CC)cc2Br)cc1,-2%,?,-8%,1%,?,?,1%,21%,-5%,-0.2%
CC(NC(=O)Nc1ccccc1F)C(C)(C)C (stereo not given),0%,-7%,-11%,2%,9,33%,3%,1%,4%,-0.3%
COc1ccc(C(=O)/C=C/Nc2cc(C)on2)c(OC)c1,-6%,?,-12%,-7%,0,?,2%,?,0%,3.0%
Cc1cc([N+](=O)[O-])ccc1N(C)C,-2%,?,-4%,-5%,0,3%,7%,-2%,-5%,-0.4%
COCCNC(=O)c1nn2cccnc2c1Cl,-3%,?,-9%,6%,1,0%,-5%,0%,-1%,-0.2%
C/C(=N\NC(=O)COc1ccc(C(C)(C)C)cc1)c1ccccc1,-2%,-10%,-19%,-2%,11,0%,0%,1%,2%,-0.1%
CC(=O)c1sc(NC(=O)c2ccccc2C)nc1C,4%,?,10%,-1%,-2,13µM*,8%,3%,5%,0.1%
CC(C)NC(=O)CSc1nnc(-c2ccc(F)cc2)c2ccccc12,2%,-2%,-50%,1%,-9,-16%,1%,1%,-1%,0.4%
Cc1c(Cl)c([N+](=O)[O-])nn1CCCC(=O)Nc1c(Cl)cccc1Cl,1%,0%,28%,17%,-3,-22%,1%,5%,5%[46.1 µM],0.1%
CN1C(=O)c2ccccc2C(O)c2ccccc21 (stereo not given),-3%,/,2%,/,/,2%,/,/,-8%,/
Cc1nn(-c2ccccc2)c(Cl)c1C(=O)OCC(=O)N(C)c1c(N)n(Cc2ccccc2)c(=O)[nH]c1=O,0%,1%,14%,0%,2,-7%,/,-3%,2%,0.0%
COc1ccccc1-n1nc(C(=O)Nc2ccc3c(c2)OCO3)c2ccccc2c1=O,0%,?,5%,/,9,-13%,3%,3%,-6%,0.0%
COc1cc(NC(=O)c2ccnnc2)cc(C(=O)Nc2cccc(C(F)(F)F)c2)c1,-1%,-10%,-4%,-39%,-1,-3%,-2%,-7%,8%,-1.4%
COc1cc(/C=C/C(=O)Nc2ccncc2)cc(OC)c1OC,-10%,-17%,19%,8%,29,-22%,0%,-16%,-4%[46.1 µM],-0.4%
O=C(CSc1nnc(Nc2ccccc2)s1)Nc1cccc(S(=O)(=O)N2CCCCC2)c1,1%,?,-4%,1%,-1,-21%,8%,-5%,-6%[46.1 µM],?
CCc1ccc(NC(=O)CSc2nnc(CNC(=O)c3cccs3)o2)cc1,2%,0%,23%,3%,2,3%,-9%,-3%,5%,-0.2%
Cc1nnc(NC(=O)c2ccc3c(c2)C(=O)N(CCC(C)C)C3=O)s1,-3%,11%,-20%,/,-6,0%,-4%,0%,-2%,0.5%
Cn1c(CSc2nc3ccccc3s2)n[nH]c1=S,-6%,?,14%,-13%,0,3%,4%,-10%,/,0.0%
CC(=O)c1cc(C)ccc1OC(=O)CN1C(=O)c2ccccc2C1=O,-6%,?,0%,-6%,-9,-4%,-1%,?,/,-0.4%
CCOC(=O)Nc1ccc(C)cc1Br,-4%,27%,15%,-7%,5,4%,5%,-1%,-2%,0.5%
C/C(=N\Nc1nccnc1Cl)c1ccc(O)c(C)c1,0%,?,-39%[inhibitor],-3%,2,87%,-1%,17%,0%,-0.6%
COc1ccc(C=O)c(OCc2cn(CC(=O)c3ccc(O)cc3)nn2)c1,-8%,/,26%,/,/,-2%,/,/,7%,/
CN(Cc1ccon1)C(=O)CCc1nnc(CCCCc2ccccc2)o1,-3%,7%,0%,0%,1,7%,-12%,2%,7%,-0.8%
COc1ccc(N=C(C)C2=C(O)CSC2=O)cc1,-4%,?,21%,/,-6,?,-5%,9%,/,-0.1%
Cc1cccc(C)c1OCC(=O)Nc1cccc(-c2nnc(-c3ccccc3)o2)c1,0%,?,-7%,-1%,22,-1%,-15%,4%,-2%,0.3%
Cc1ccc(NC(=O)COc2ccc(-n3cnnn3)cc2)cc1C,0%,26%,-6%,1%,?,-10%,8%,12%,-1%[46.1 µM],-0.3%
CCOc1ccc(OCC)c(NC(=O)CNS(=O)(=O)c2cccs2)c1,-5%,-11%,2%,4%,?,-4%,-9%,-8%,-6%,-0.7%
CCC(NC(=O)c1cc(COc2cncc(Cl)c2)on1)c1ccncc1 (stereo not given),-1%,-11%,9%,-3%,0,8%,10%,-6%,16%,0.2%
CCc1nnc(NC(=O)C2Cc3ccccc3CN2S(=O)(=O)c2c(C)c(C)cc(C)c2C)s1 (stereo not given),-3%,?,-2%[7.66 µM],6%,5,17%,17%,14%,-1%,0.1%

# No enrichment for hits; about 3.8% have a hit in one of these screens.
